Bioassay records from PubChem.
AID2073 = inhibitors of Mint1-CaV2.2 protein interaction, biochemical, HTRF (AID 2073). HTRF protein-protein interaction, Mint1-CaV2.2; higher % means a stronger effect. one-dose inhibition, % at 20 µM; IC50 in µM for titrated hits. 290,000 compounds, 0.19% hits; in the data active = inhibition mostly above about 51%, no sharp cut-off; also: some results filed as inactive read as strong as hits
Ins promoter up = MIN6 insulin promoter up-regulation; 190,000 compounds, 0.3% hits; MIN6 insulin promoter-GFP reporter, high-content imaging; hits give high values; z-score at 5 µM; AID 1625;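 active = z-score above 3 at 5 µM with at least 500 cells counted in the well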
HIV fusion peptide = cell-free HIV fusion peptide-binding blockers – biochemical, uHTS, fluorescence dequenching, primary screen (AID 1986); 290,000 compounds, 0.3% hits; cell-free peptide binding, fluorescence dequenching, 30 min; higher % means a stronger effect; inhibition, % at 20 µM; hits with a dose series show IC50 in µM; in the data active = inhibition mostly above about 52%, no sharp cut-off; inactive = mostly below about 76%; also: some results filed as inactive read as strong as hits
Yfh1-off respiration = enhancers of respiration in Yfh1-depleted yeast, dose response, Friedreich's ataxia, plus single-dose screen (AID 1465); 220,000 compounds, 0.074% hits; fold induction at 50 µM; hits with a dose series show EC50 in µM; S. cerevisiae Yfh1-off respiration, WST-1 reduction, 72 h; higher fold induction means a stronger effect;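 active = fold induction of absorbance versus untreated yeast above a set limit, then at least 30% activation at any dose in follow-up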;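 also: activators that raise dye reduction in frataxin-depleted yeast; strong numbers were not always called active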
Dynein cargo inh = blocks dynein driven cargo transport along microtubules; 3617.4 mouse cells, GR-EGFP nuclear translocation imaging; test concentration mostly 20 µM; stimulated with dexamethasone, 1 µM; hits give low values; z-score, hits read low; 220,000 compounds, 0.47% hits; AID 1381;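 active = plate z-score of nuclear minus cytoplasmic receptor signal below a set negative limit, without overly bright fluorescence or cell loss, cut at about -3.5 in these data, passing the limit was not always enough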;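 also: z-score of nuclear minus cytoplasmic ring GR-EGFP intensity difference per well; some compounds called inactive have numbers as strong as hits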
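Buffer or medium: tet-free, stripped-serum medium; Also added: dexamethasone, 1.0 µM final; Technique: high-content fluorescence imaging after fixation; Times: 48 h induction, 1 h compound, 30 min dex at 37 °C; Read-out: per-cell GR-EGFP intensity, nucleus versus surrounding cytoplasmic ring, well-averaged.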
bCat nuc transl = beta-catenin nuclear translocation modulation | nuclear translocation activity, % at 5 µM | 190,000 compounds, 0.3% hits | HeLa beta-catenin nuclear translocation, immunofluorescence imaging;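 active = nuclear translocation activity above 50% at 5 µM, with a well cell count of 50 or more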;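 also: per-cell ratio of nuclear to cytoplasmic median beta-catenin stain intensity; plate controls were DMSO negative control for no effect and GSK-3 inhibitor IX positive control for full effect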
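Test system: human HeLa cells, endogenous beta-catenin. Times: 24 h compound exposure, 37°C. Measured by: beta-catenin immunofluorescence imaging with DAPI.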
WT yeast gro inh = growth inhibition of WT yeast, mitochondrial fusion screen; mitochondrial fusion phenotypic screen, WT strain; inhibition, % at 10 µM; 190,000 compounds, 2.1% hits; AID 1362; in the data active = inhibition above about 58%; tested in S. cerevisiae
Autophagy mod = modulators of autophagy; MEF GFP-LC3 puncta imaging; test concentration mostly 10 µM; calls only at 10 µM (by protocol); 190,000 compounds, 0.98% hits;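 active = percentage of spot-positive cells more than 3 SD above its plate mean, without a fluorescence outlier flag or 80% toxicity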;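 also: spot-positive cell cutoff set from DMSO-treated cells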
MT stabilize HCS = microtubule stabilizers in HeLa cells; HeLa tubulin immunostaining HCS, 24 h; share of cells brighter than vehicle mean+2SD; % tubulin-high responders, % at 10 µM; 200,000 compounds, 0.83% hits; AID 2205;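 active = plate Z-score above 3 for both tubulin-high and condensed-nucleus cell shares, with cell loss under 80%, at 10 µM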;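 also: anti alpha tubulin signal scored within the nucleus-defined area of each cell; some results filed as inactive read as strong as hits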
WT yeast gro inh mutant strain = also measured in WT yeast gro inh; calls as there; inhibition, %; mitochondrial fusion phenotypic screen, mutant strain inhibition
Dynein cargo inh cytoplasmic EGFP = further read-out of Dynein cargo inh, marked with its call; z-score; measured here: cytoplasmic GR-EGFP intensity; hits give high values
Dynein cargo inh nuclear GR-EGFP = also measured in Dynein cargo inh; calls as there; z-score; measured here: nuclear GR-EGFP intensity;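 lower value marks the stronger effect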
Dynein cargo inh cell count = recorded beside Dynein cargo inh, whose call it bears; z-score; measured here: cell count per field
Ins promoter up cell count = further read-out of Ins promoter up, marked with its call; cell count; measured here: cytotoxicity, nuclei count;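 total cells summed across four imaged fields per well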
bCat nuc transl cell count 5 µM = second read-out of bCat nuc transl, no call of its own (marks repeat the call); cell count; measured here: cell count, cytotoxicity flag
MT stabilize HCS Hoechst-high % = also measured in MT stabilize HCS; calls as there; % Hoechst-high responders; measured here: nuclear condensation Hoechst responders;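 share of cells brighter than vehicle mean plus two SD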
MT stabilize HCS cytotoxicity % = also measured in MT stabilize HCS; calls as there; toxicity, %; measured here: cytotoxicity by cell density;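 0% = mean cell density of plate MIN control wells and 100% = no cells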
Autophagy mod cell loss 18 h = recorded beside Autophagy mod, whose call it bears; toxicity, %; measured here: cell loss, nuclei count;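 cell loss after 18 h compound exposure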
* hit, by the source's call; i = inactive; x = not tested or not shown; + = active, no number.

SMILES	AID2073	Ins promoter up	Ins promoter up cell count	HIV fusion peptide	Yfh1-off respiration	Dynein cargo inh	Dynein cargo inh cytoplasmic EGFP	Dynein cargo inh nuclear GR-EGFP	Dynein cargo inh cell count	bCat nuc transl	bCat nuc transl cell count 5 µM	WT yeast gro inh	WT yeast gro inh mutant strain	Autophagy mod	Autophagy mod cell loss 18 h	MT stabilize HCS	MT stabilize HCS Hoechst-high %	MT stabilize HCS cytotoxicity %
FC(F)(F)c1cnc(Sc2nnc(-c3cccs3)n2CC2CCCO2)c(Cl)c1 (stereo not drawn)	-1%	0.61	950	-0.2%	i	-0.53	-0.26	-0.041	-0.14	1.8	903	-49	-25	i	22	1.3	1.0	9.0
O=S(=O)(c1ccc(Cl)c(S(=O)(=O)N2CCCC2)c1)N1CCCC1	-15%	0.28	1479	-0.1%	i	-0.85	-0.22	-0.52	0.42	-0.7	1504	2	-7	i	-5	3.4	1.8	6.3
CC(C)=C1C2CCC1C(C(=O)Nc1sc(C)c(-c3ccc(C(C)C)cc3)c1C(N)=O)C2C(=O)O (stereo not drawn)	22%	0.04	1247	0.4%	i	-0.57	-0.26	-0.6	0.28	-1.4	571	62*	4.1*	i	-3	2.2	2.3	0.3
COC(=O)c1ccccc1NC(=O)c1cncc(Br)c1	-6%	0.36	1377	-3.4%	i	-0.2	0.033	0.039	0.18	4.0	1334	26	16	i	-9	5.0	4.7	4.8
COc1ccc(-n2c(C)cc(C(=O)COC(=O)Cc3n[nH]c(=O)c4ccccc34)c2C)cc1	26%	-0.38	866	7.0%	i	-0.2	-0.28	-0.51	0.35	-1.8	992	18	-3	i	2	3.9	3.8	2.9
COc1cccc(CNC(=O)CSc2ccc(-c3ccncc3)nn2)c1	14%	0.05	1222	0.6%	i	0.94	-0.24	0.39	0.53	1.7	1086	9	0	i	-2	3.8	2.7	0.2
COc1cccc(OCc2nnc(SCC(=O)N3c4ccccc4Sc4ccc(Cl)cc43)o2)c1	1%	x	x	2.6%	i	-0.83	-0.19	-0.72	1.1	-1.3	959	-2	-24	i	17	3.2	2.6	7.7
CCOCc1cc(=O)[nH]c(SC)n1	14%	-0.23	936	0.8%	i	0.017	-0.19	0.66	-1.2	-0.4	1277	x	x	x	x	x	x	x
c1ccc2c(CNn3cnnc3)cccc2c1	-4%	-0.04	1064	0.6%	i	0.12	-0.25	-0.017	0.57	1.7	972	-13	-47	i	9	3.5	1.9	7.0
COCC(=O)NCc1nc2ccccc2[nH]1	2%	-0.2	1198	-0.4%	i	-0.89	-0.17	-0.2	-0.36	-1.6	1079	11	-4	i	-4	3.8	1.2	1.1
Brc1cccc2sc(N3CCCC3)nc12	-19%	x	x	-2.2%	i	0.18	-0.32	-0.023	0.44	-2.1	1087	20	20	i	-11	2.1	1.6	5.7
CCOC(=O)CSc1nc2cc(C)cc(C)c2cc1C#N	2%	1.1	1245	-0.5%	i	-0.79	0.3	-0.061	0.39	-4.4	1006	4	-5	i	3	3.6	1.3	5.4
CCCCCCN1C(=O)C(O)=C(C(C)=O)C1c1ccc(Cl)cc1 (stereo not drawn)	2%	0.91	799	6.3%	i	-0.8	-0.18	-0.056	0.27	4.5	1088	-5	-2	i	7	3.8	3.2	4.9
CCCCC(=O)Nc1cccc(C(=O)Nc2ccccc2C(=O)O)c1	30%	0.17	1468	6.1%	i	1.4	-0.081	0.6	-0.3	0.1	1007	0	-17	i	-7	1.3	1.4	4.7
O=C(NCc1cccs1)C1CCN(c2nc3ccccc3o2)CC1	-1%	0.23	1362	0.1%	x	2	0.42	0.55	-0.2	-5.5	987	7	-1	i	61	3.8	3.5	15
C=CCOc1ccc(/C=C2\SC(=S)N(C(C(=O)O)c3ccccc3)C2=O)cc1 (stereo not drawn)	-2%	0.42	1110	54%	i	-0.76	-0.26	0.2	-0.051	-0.7	1325	x	x	x	x	x	x	x
S=c1[nH]nc(Cc2cccs2)n1-c1cccc2ccccc12	4%	0.24	1256	-1.0%	i	-0.74	-0.32	-0.68	1.1	-3.7	536	-14	-14	i	-1	3.4	2.7	4.2
CN1CCCN(C2C3CC4CC(C3)CC2C4)CC1 (stereo not drawn)	29%	x	x	5.1%	x	1.8	0.72	0.14	-1.6	x	x	32	10	i	10	3.0	1.7	5.3
COC(=O)C1=C(C)Nc2ncnn2C1c1ccc(OCc2ccccc2)cc1 (stereo not drawn)	28%	0.86	1235	2.0%	i	0.16	-0.21	0.72	0.43	-0.8	930	-9	2	i	6	3.0	1.7	7.7
Cc1cccc(NCc2ccc(O)c3ncccc23)c1C	-1%	-1.4	1121	-1.9%	i	1	-0.14	1.2	-1.2	3.0	1003	8	-5	i	5	4.3	1.1	0.5
CCO[C@@H]1OC(C(=O)NCc2ccccc2)=C[C@H](c2csc3ccccc23)[C@H]1CCCO	11%	-0.84	1350	-0.5%	x	-0.038	-0.16	0.38	-1.5	-1.2	1130	39	24	i	28	1.9	0.4	7.0
CC(NC(=O)/C(C#N)=C1\N=C(NC(=O)c2cccs2)c2ccccc21)c1ccccc1 (stereo not drawn)	4%	4*	1301*	-0.5%	i	-0.095	-0.005	0.0082	0.5	-1.6	549	1	-3	i	-11	3.2	2.3	11
COc1ccc(-c2nc(CCNC(=O)c3ccco3)cs2)cc1OC	6%	x	x	-1.4%	i	0.14	-0.13	0.4	-0.39	0.3	1026	17	13	x	x	2.2	3.7	7.1
Cc1ccccc1OCc1nnc(SCCN2CCCC2)n1-c1ccccc1	-7%	x	x	-0.8%	i	0.58	-0.1	0.17	-1.5	0.3	1565	21	1	i	-8	2.0	1.5	8.7
O=C(NC1(C(F)(F)F)NC(=O)N(C2CCCCC2)C1=O)c1ccco1 (stereo not drawn)	-6%	x	x	-2.0%	i	-0.38	-0.23	-0.12	0.28	-1.5	1054	-17	-15	i	9	1.7	1.7	3.1
O=c1nc2n(c3ncccc13)CCC2	27%	0.89	979	0.9%	i	2.7	-0.14	1.4	-1.6	0.5	1131	4	0	i	7	1.0	2.5	12
COC(=O)C/C=C/[C@@H](C)[C@@H](/C=N/OCC[C@@H]1C=C[C@H](OC(C)=O)[C@@H](COC(C)=O)O1)NS(=O)(=O)c1ccc(C)cc1	12%	1.1	1136	3.7%	x	-0.48	-0.24	0.15	0.78	-0.2	533	-10	-14	+	-0.9*	2.4	2.4	6.9
COc1ccc(NC(=S)NNc2ccc([N+](=O)[O-])cc2S(=O)(=O)Nc2ccc(C)cc2C)cc1	1%	x	x	23%	i	-0.18	-0.055	-0.19	0.1	-0.8	994	10	5	i	-6	3.8	1.9	3.2
COc1cc(OC)cc(-c2nc(-c3cc4cc(C)ccc4nc3OC)no2)c1	45%	0.62	1162	-1.8%	i	-0.12	0.15	0.32	0.01	1.7	1180	7	3	i	6	5.8	2.4	6.7
O=C(CNC(=O)c1ccco1)N/N=C/c1c[nH]c2ccccc12	0%	-0.34	1273	-2.0%	i	0.53	-0.33	0.39	0.33	-1.7	1053	-3	0	i	14	3.8	2.0	3.7
Cc1cc2cc(CNC(=O)CC(C)C)ccc2n1C	4%	-0.81	1611	2.6%	i	-0.51	-0.41	-0.22	0.11	0.0	1192	-17	-15	i	18	3.0	1.4	4.0
COc1ccc2c(c1)c(=O)cc(-c1ccccc1)n2C	10%	x	x	1.4%	i	1.8	-0.16	0.57	-0.47	2.5	452	-13	-10	i	-4	2.2	1.8	8.7
Cc1cc(C)c(NC(=O)C2C3/C=C\CCCCC32)c(C)c1 (stereo not drawn)	8%	-0.14	1713	0.7%	i	-0.19	-0.2	0.18	1	-2.5	1370	-10	7	i	13	2.6	2.5	6.5
O=C(NCc1ccco1)c1cccc(NS(=O)(=O)c2cccc(F)c2)c1	20%	-1.1	1327	1.0%	i	-0.77	-0.26	-0.68	0.7	x	x	-5	8	i	-8	1.2	3.8	2.1
COc1ccc(C2C(C(=O)Nc3ccccc3)=C(C)Nc3nc(CCCO)nn32)cc1 (stereo not drawn)	-4%	0.07	1577	1.4%	i	-0.0072	-0.12	0.29	0.53	0.0	1369	x	x	i	0	2.4	4.5	7.8
O=C(CN1CCN(c2ccccn2)CC1)Nc1cccc(C(F)(F)F)c1	3%	0.7	1211	36%	i	-1.6	-0.13	-0.35	3.4	-2.5	748	-3	1	i	7	4.2	2.9	12

Structural class, the compounds so far containing a cyano group
SMILES	AID2073	Ins promoter up	Ins promoter up cell count	HIV fusion peptide	Yfh1-off respiration	Dynein cargo inh	Dynein cargo inh cytoplasmic EGFP	Dynein cargo inh nuclear GR-EGFP	Dynein cargo inh cell count	bCat nuc transl	bCat nuc transl cell count 5 µM	WT yeast gro inh	WT yeast gro inh mutant strain	Autophagy mod	Autophagy mod cell loss 18 h	MT stabilize HCS	MT stabilize HCS Hoechst-high %	MT stabilize HCS cytotoxicity %
CCOC(=O)CSc1nc2cc(C)cc(C)c2cc1C#N	2%	1.1	1245	-0.5%	i	-0.79	0.3	-0.061	0.39	-4.4	1006	4	-5	i	3	3.6	1.3	5.4
CC(NC(=O)/C(C#N)=C1\N=C(NC(=O)c2cccs2)c2ccccc21)c1ccccc1 (stereo not drawn)	4%	4*	1301*	-0.5%	i	-0.095	-0.005	0.0082	0.5	-1.6	549	1	-3	i	-11	3.2	2.3	11

Some of these compounds in order of their number in Dynein cargo inh nuclear GR-EGFP, falling.
smiles	Dynein cargo inh nuclear GR-EGFP
COc1ccc2c(c1)c(=O)cc(-c1ccccc1)n2C	0.57
COC(=O)C/C=C/[C@@H](C)[C@@H](/C=N/OCC[C@@H]1C=C[C@H](OC(C)=O)[C@@H](COC(C)=O)O1)NS(=O)(=O)c1ccc(C)cc1	0.15
CC(NC(=O)/C(C#N)=C1\N=C(NC(=O)c2cccs2)c2ccccc21)c1ccccc1 (stereo not drawn)	0.0082
